OXTR agonist: human OXTR agonism; CHO-OTR cells, Fluo-8 calcium fluorescence; normalized: DMSO 0%, oxytocin 100%; 0.32% of 320,000 active; AID 2435; activation, % at 3 µM;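 active = activation above the mean of all tested compounds plus 3 SD, cutoff set per screening run, cut at about 20% in these data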;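 note: peak over basal fluorescence ratio from a 100 s FLIPR kinetic read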
Target sequence (P30559 whole entry, looked up): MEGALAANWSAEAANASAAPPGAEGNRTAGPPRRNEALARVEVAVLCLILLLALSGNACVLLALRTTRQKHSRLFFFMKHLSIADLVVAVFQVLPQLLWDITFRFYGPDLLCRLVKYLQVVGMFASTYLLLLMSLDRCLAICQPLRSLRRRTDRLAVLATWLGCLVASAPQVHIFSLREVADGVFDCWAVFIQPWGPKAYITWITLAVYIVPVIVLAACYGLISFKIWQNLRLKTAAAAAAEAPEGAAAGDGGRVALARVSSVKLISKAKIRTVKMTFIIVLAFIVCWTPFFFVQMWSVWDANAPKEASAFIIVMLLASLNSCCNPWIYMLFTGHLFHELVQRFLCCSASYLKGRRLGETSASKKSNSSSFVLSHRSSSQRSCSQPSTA
MEKK2 WT-MEK5: raises or lowers MEK5 binding to wildtype human MEKK2 PB1 domain; Q9Y2U5; bead flow cytometry, Alexa488-MEK5 binding to MEKK2 WT; actives lie on both sides; binding response (% of control), % at 10 µM; 1.1% of 290,000 active; AID 1531; in the data active = binding response below about 67% or above about 130%
OXTR potentiator: potentiators of human oxytocin receptor. P30559. CHO-OTR cells, Fluo-8 calcium fluorescence, potentiator mode; 0% = oxytocin EC15, 100% = EC100. activation, % at 3 µM. 0.061% of 320,000 active. AID 2445;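 active = activation above that plate's cutoff, the mean activation of tested compounds plus 3 SD, cut at about 6.6% in these data, passing the limit was not always enough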;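 note: 100% uses oxytocin at 75 nM as the full agonist control; some results filed as inactive read as strong as hits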
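System: human OTR in CHO cells; Also added: sub-maximal oxytocin, roughly EC15; Timing: compound 6 min at room temperature before oxytocin, 100 s read; Technique: Fluo-8 intracellular calcium fluorescence, ex 470-495, em 515-575 nm; Controls: oxytocin EC15 low and EC100 high; Replication: singlicate.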
GPR7 antagonist: human neuropeptides B/W receptor 1 antagonism; P48145; inhibition, % at 4.4 µM; 1.1% of 290,000 active; AID 1861; GPR7-expressing cells, fluorescence antagonist assay; in the data active = inhibition above about 16%, passing the limit was not always enough;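 note: cells stimulated with the agonist NPW; 0% = agonist with vehicle and 100% = vehicle without agonist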
Target sequence (P48145 whole entry, looked up): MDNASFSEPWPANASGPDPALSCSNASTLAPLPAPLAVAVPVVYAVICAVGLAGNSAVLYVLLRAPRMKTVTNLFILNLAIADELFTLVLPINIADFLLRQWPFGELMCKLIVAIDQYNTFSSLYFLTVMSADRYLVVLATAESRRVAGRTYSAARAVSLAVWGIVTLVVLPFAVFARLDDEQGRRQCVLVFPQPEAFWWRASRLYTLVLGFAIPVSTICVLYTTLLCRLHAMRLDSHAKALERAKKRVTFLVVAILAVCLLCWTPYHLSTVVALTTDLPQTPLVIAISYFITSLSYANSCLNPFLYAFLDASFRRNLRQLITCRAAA
MEKK2 mut-MEK5: signal of MEK5 binding to mutant human MEKK2 PB1 domain; bead flow cytometry, Alexa488-MEK5 binding to MEKK2 mutant; percent response, % at 10 µM; 0.35% of 290,000 active; AID 1530; in the data active = percent response above about 24%, passing the limit was not always enough; note: inactives centre near 1; some results filed as inactive read as strong as hits
NALP1 yeast inh: blocks the NALP1 inflammasome reconstituted in yeast | S. cerevisiae NALP1/ASC/caspase-1 growth, X-gal OD620, 72 h | inhibition, % at 10 µM | 0.61% of 280,000 active; in the data active = inhibition mostly above about 24%, no sharp cut-off; inactive = mostly below about 32%; note: some compounds called inactive have numbers as strong as hits
GalR3 antag: blocks the human galanin receptor 3 | 0.44% of 360,000 active | inhibition, % at 3 µM | HEK293 GalR3-CNG cAMP membrane potential fluorescence; galR3 body fused to GalR1 C-terminus;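 active = inhibition above the screen-wide average plus 3 SD, cut at about 13% in these data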;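 note: forskolin and galanin both at EC90 stimulate the cells; cAMP rise reported by CNG channel membrane potential dye signal; 0% = forskolin plus galanin with DMSO and 100% = forskolin alone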
Target sequence (O60755 1-299 limits assumed): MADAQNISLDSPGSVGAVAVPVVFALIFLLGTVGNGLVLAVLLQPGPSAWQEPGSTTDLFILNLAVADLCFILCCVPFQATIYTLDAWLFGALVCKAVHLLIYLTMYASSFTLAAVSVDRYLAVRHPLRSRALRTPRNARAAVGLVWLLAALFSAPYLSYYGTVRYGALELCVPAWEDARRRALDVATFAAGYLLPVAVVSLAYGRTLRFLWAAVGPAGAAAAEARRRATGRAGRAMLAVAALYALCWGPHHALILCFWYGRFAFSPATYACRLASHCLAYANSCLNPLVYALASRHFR
M18AAP inhibitor: blocks P. falciparum M18 aspartyl aminopeptidase; recombinant PfM18AAP, H-Glu-NHMec fluorogenic cleavage; 1.2% of 290,000 active; inhibition, % at 7.35 µM; AID 1822;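 active = inhibition above the campaign mean inhibition over all tested compounds plus 3 SD, cut at about 28% in these data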;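 note: 0% = plate median of test compound wells and 100% = 2 mM ZnCl2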
V1R ag counter: V1a receptor agonism, counter-screen for OXTR agonists; CHO-V1R cells, Fluo-8 calcium fluorescence, agonist mode; 0% DMSO, 100% 3 nM vasopressin; 0.25% of 320,000 active; activation, % at 3 µM; P37288;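 active = activation above the mean activation of all tested compounds plus 3 SD, per screening run, cut at about 20% in these data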;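 note: signal is peak over basal fluorescence ratio across a 100 second FLIPR read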
Active calls of the source: *; x = not tested or not shown.

SMILES	OXTR agonist	MEKK2 WT-MEK5	OXTR potentiator	GPR7 antagonist	MEKK2 mut-MEK5	NALP1 yeast inh	GalR3 antag	M18AAP inhibitor	V1R ag counter
COCCOC(=O)C1=C(C)NC(=O)NC1c1cccc2ccccc12 (configuration not stated)	0.9	94	-7	16	-1	2	-7	6	0.5
CCOC(=O)/C(C#N)=N/Nc1ccc(S(=O)(=O)N2CCc3ccccc32)cc1	15	109	-11	-7	0	32	-2	-7	10
N[C@H]1CONC1=O	-0.3	106	-3	x	4	x	x	x	0.9
Cc1ccc(S(=O)(=O)CCC(=O)OCC(=O)NC(C)c2ccccc2)cc1 (configuration not stated)	-0.3	x	-3	x	x	x	-6	x	0.2
Cc1ccc(NC(=O)COC(=O)COc2ccc3ccc(=O)oc3c2)cc1[N+](=O)[O-]	1.1	x	-5	x	x	x	-6	x	1.3
CC1(C)CC(=O)C2=C(C1)N(c1ccc(F)cc1)C(=O)CC2c1ccsc1 (configuration not stated)	-1.4	103	-7	2	9	-7	4	7	-1.7
CCOC(=O)C1=C(Cc2ccc(Cl)cc2)C(=O)c2ccccc2C1=O	5.9	102	2	-12	3	29	x	-12	5.2
CCc1nc(NCCO)c(C#N)c2c1CSC(C)(C)C2	-1.0	61	-5	-5	-18	20	-3	-20	0.1
CCc1cc(-c2n[nH]c(=S)n2N)n(C)n1	0.7	101	-8	0	-1	3	1	14	0.6
C=CCNC(=O)/C(C#N)=C/c1ccc(C(=O)O)cc1	1.1	105	-22	-10	1	6	-6	-4	1.2
O=c1cc(-c2ccccc2)c2c(O)cc(O)cc2o1	-1.4	105	-2	-6	6	-1	-11	1	1.0
COc1ccc2c(c1)NC(C)(C)C=C2C	0.0	100	-1	-14	0	-8	-3	1	0.7
CCCCc1ccc(C(=O)NC(C(=O)O)C(C)C)cc1 (configuration not stated)	0.5	76	0	9	-4	16	-7	1	0.2
CC(Sc1ncnc2sccc12)C(=O)Nc1ccc(C(N)=O)cc1 (configuration not stated)	1.2	85	-4	-8	-11	6	-2	6	9.3
CCOC(=O)c1ccccc1NS(=O)(=O)c1ccccc1F	-0.6	88	-2	-9	-16	-4	-8	-5	-1.1
O=C(CCCCCNC(=O)N1CCn2c1nc1ccccc12)N[C@@H](C(=O)O)c1ccccc1	-0.3	104	0	-5	3	5	-7	-1	0.3
CCOCCCn1c(SCC(=O)Nc2ccc(NC(C)=O)cc2)nc2ccccc2c1=O	x	106	x	-18	6	16	-9	-3	x
Cc1ccc(C)c(C(C)NC(=S)NC2CCCCC2)c1 (configuration not stated)	x	95	x	-11	-1	7	-5	-6	x
COCCn1ccc(O)c(Cc2ccccc2)c1=O	-0.8	109	-19	-10	8	x	-1	-2	0.2
COc1ccc(NC(=O)Cn2cc(C#N)c3ccccc32)cc1	1.1	100	-6	-6	-2	6	-6	5	0.4
CCOC(=O)C1=C(O)C(=O)N(CCCn2ccnc2)C1c1ccc(OC)cc1 (configuration not stated)	0.0	94	-15	1	-7	4	x	5	0.5
Cc1onc(-c2c(Cl)cccc2Cl)c1C(=O)NC1C(=O)N2C1SC(C)(C)C2C(=O)O (configuration not stated)	0.4	81	-1	-11	-21	5	-3	-10	-0.2
CCS(=O)(=O)c1ccc2oc(=O)c(/C=C(\O)c3ccc(Cl)cc3)nc2c1	1.8	107	1	-9	0	3	-4	3	0.6
CCC1SC(CC)C(=O)N(CC(=O)NCCc2ccccc2)C1=O (configuration not stated)	-0.7	109	-28	0	0	6	-4	2	-0.4
COc1ccc(NC(=O)/C=C/c2ccccc2[N+](=O)[O-])c(OC)c1	-1.6	103	-1	-4	13	24	-5	0	-0.2
Cc1cc(C(=O)N2CCN(Cc3ccc4c(c3)OCO4)CC2)on1	0.8	109	-1	-3	4	6	0	-7	0.7
CC(=O)c1cc(-c2ccccc2)n(CCC(=O)NC2CCCCCCC2)c1C	-2.8	105	-4	-1	-1	36	1	1	-1.6
COc1ccc(C2C(C(=O)c3ccco3)=C(O)C(=O)N2CCN2CCOCC2)cc1 (configuration not stated)	1.1	104	-1	-5	4	6	-8	10	1.1
O=C1Nc2ccccc2C1(O)Cc1ccccn1 (configuration not stated)	0.1	111	-3	-15	6	-28	-1	1	0.6
C=CCn1c(N)cc(=O)nc1SC(C)C(=O)Nc1ccc(C(=O)OCC)cc1 (configuration not stated)	-0.4	100	-4	-15	-5	14	0	-1	0.8
O=C1c2ccccc2NC(c2ccccc2)N1/N=C/c1ccccc1 (configuration not stated)	-2.1	96	-13	10	6	8	-4	-7	-0.3
CCc1noc(C)c1C(=O)NCCc1ccc(OC)c(OC)c1	0.5	98	-4	2	6	8	-3	0	0.2
CN(C)S(=O)(=O)c1ccc(C(=O)Nc2ccccc2SCCC#N)cc1	0.6	95	-8	-4	-6	-7	-2	2	1.1
Cc1nn(C)cc1CNC(=O)C1CCC(=O)N(Cc2cccc(C(F)(F)F)c2)C1 (configuration not stated)	-1.0	107	-8	0	3	-8	0	4	1.7
CC1(C)CC(=O)C(C(N)=NC(=O)c2ccccc2)=C(O)C1	1.2	90	-19	-6	-3	-1	-7	-14	2.8
CC(C)(C)NC(=O)CN(C(=O)CS(=O)CC(=O)Nc1ccc(F)cc1)c1ccc2c(c1)OCCO2 (configuration not stated)	-0.3	97	-4	-1	-1	-8	-1	0	1.1
Cc1nc2sc(C(c3cccs3)N3CCC4(CC3)OCCO4)c(O)n2n1 (configuration not stated)	-0.6	106	-1	-7	5	2	-2	5	1.0
O=C(O)CCC(=O)NCC(=O)c1ccc(F)cc1	2.0	92	-9	11	-8	-9	-3	10	0.9
Clc1ccc(CNc2cnccn2)cc1Cl	0.2	104	-3	5	3	18	-11	1	0.6
Nc1ccc2c(c1)-c1ccccc1S(=O)(=O)N2	2.1	103	4	-8	1	23	0	19	1.4
O=C(N/N=C/C(Cl)=C/c1ccccc1)c1ccc2c(c1)OCO2	0.6	x	-2	x	x	x	-5	x	0.9
O=c1cc(N2CCc3ccccc32)[nH]c(=O)n1-c1ccccc1Cl	-0.2	101	-4	-8	-5	12	-4	-3	0.2
COc1cc(/C=C2/SC(=NCc3ccccc3)N(Cc3ccccc3)C2=O)ccc1O	-0.5	96	-5	-2	2	-7	0	2	0.7
COc1ccc(NC(=S)N2CCN(CCN=CC3=C(O)CC(c4ccccc4)CC3=O)CC2)cc1 (configuration not stated)	-0.7	107	-4	-6	0	23	2	3	0.9
Cc1ccc(-c2noc(-c3cc4ccccc4oc3=O)n2)cc1	0.0	107	-2	-7	7	10	-1	1	4.0
COc1ccc(C(=O)NC(=O)CSc2nnc(-c3ccco3)n2-c2ccccc2)cc1	-0.8	x	-6	3	x	19	3	-2	1.8
O=C(Cc1cccc2ccccc12)NCC1CCCO1 (configuration not stated)	0.8	94	1	-3	-1	-4	-2	2	-0.8
COc1ccc(NC(=O)Nc2ccc3c(c2)C(=O)N([C@H](C)CO)C[C@H](C)[C@@H](CN(C)S(=O)(=O)c2ccc(OC)cc2)O3)cc1	1.1	x	1	x	x	x	0	x	1.1
O=C(CSc1nc(O)cc(=O)[nH]1)N1CCOCC1	0.4	105	-2	-2	3	-5	-9	4	0.4
O=C(CN1CCN(c2ccccc2F)CC1)c1ccc2cc[nH]c2c1	1.3	x	-5	-3	x	-6	x	5	2.4
COC(OC)c1ccnc(SCc2ccccc2Cl)n1	-3.3	97	-8	-9	-11	8	-6	-3	-0.6
O=C(Cc1ccc(S(=O)(=O)N2CCOCC2)s1)Nc1ccc2c(c1)CCC2	0.9	108	-16	-3	4	2	-4	-6	3.4
O=C(Nc1cccc(F)c1)C1CCCN1S(=O)(=O)c1cccc2cccnc12 (configuration not stated)	0.9	108	-1	-9	3	-25	-4	-3	0.3
O=C(CSc1nnc(-c2cccc(Cl)c2)o1)Nc1ccc2c(c1)OCCO2	0.0	99	-13	-18	3	17	1	7	-0.7
CN(Cc1nc2ccccc2c(=O)[nH]1)C(=O)c1cccc(S(=O)(=O)N2CCCC2)c1	0.5	x	-1	x	x	x	-4	x	0.0
CCc1cccc2c(C(=O)C(NC(C)CC)c3ccccc3)c[nH]c12 (configuration not stated)	12	113	-8	11	8	-4	-10	7	5.4
CC(=O)Nc1ccc(NC(=O)/C=C/c2ccc(Cl)cc2)cc1	-0.2	98	-20	-3	-2	2	-1	4	0.2
CC(=O)OC(C(=O)NC1CCCCC1)c1ccccc1F (configuration not stated)	-0.9	100	-7	1	-10	-6	-5	5	0.2
CCn1c(=O)cc(O)c2ccccc21	-0.2	118	-11	8	12	8	-2	-9	0.0
CCCN1C=CC(=CC=C(C#N)C#N)C=C1	21*	102	-8	-10	0	17	-1	3	14

Retrieved by structure from the list above:
SMILES	OXTR agonist	MEKK2 WT-MEK5	OXTR potentiator	GPR7 antagonist	MEKK2 mut-MEK5	NALP1 yeast inh	GalR3 antag	M18AAP inhibitor	V1R ag counter
CCn1c(=O)cc(O)c2ccccc21	-0.2	118	-11	8	12	8	-2	-9	0.0
COc1ccc(C(=O)NC(=O)CSc2nnc(-c3ccco3)n2-c2ccccc2)cc1	-0.8	x	-6	3	x	19	3	-2	1.8

The list goes on.
SMILES	OXTR agonist	MEKK2 WT-MEK5	OXTR potentiator	GPR7 antagonist	MEKK2 mut-MEK5	NALP1 yeast inh	GalR3 antag	M18AAP inhibitor	V1R ag counter
Cc1cc(C)cc(N(C(=O)c2ccc(Br)o2)C2C=CS(=O)(=O)C2)c1 (configuration not stated)	-1.3	86	-9	0	-27	-4	1	2	-0.9
CSc1cccc(NC(=O)CN(c2cc(C)ccc2C)S(C)(=O)=O)c1	0.7	98	-8	-5	2	17	1	1	2.4
COc1ccc2cc(CN(CC3CCCO3)S(=O)(=O)c3ccccc3)c(=O)[nH]c2c1 (configuration not stated)	2.2	115	-4	-5	6	6	-4	-9	1.3
CC(C)(C)C1CCC(OC(=O)c2cncc(Br)c2)CC1 (configuration not stated)	0.2	101	0	0	1	0	2	0	-0.4
CCN(CC)CCCNC(=O)c1cc2nc3c(c(C(F)(F)F)n2n1)CCc1ccccc1-3	0.3	112	-9	-2	6	-1	-2	-4	1.1
CC1CCCCC1NC(=O)c1ccc(S(=O)(=O)N2CCCC2)cc1 (configuration not stated)	-0.8	103	-9	2	6	-6	-3	8	-0.2
CCNC(=O)Nc1ccc(OC)cc1OC	0.2	100	-6	-8	1	4	1	0	-0.4
CCCCCCSc1nnc(-c2cnn(-c3ccccc3)c2-n2cccc2)n1C	-0.9	103	-11	-14	7	18	-6	1	4.2
O=P(c1ccccc1)(c1ccccc1)c1cc(Br)cc(Br)c1OCCO	-1.8	96	-5	-6	-2	7	-9	2	-0.8

Complete entries, looked up by structure.
Cc1cc(C)cc(N(C(=O)c2ccc(Br)o2)C2C=CS(=O)(=O)C2)c1 (configuration not stated) is entered as OXTR agonist = -1.3; MEKK2 WT-MEK5 = 86; OXTR potentiator = -9; GPR7 antagonist = 0; MEKK2 mut-MEK5 = -27; NALP1 yeast inh = -4; GalR3 antag = 1; M18AAP inhibitor = 2; V1R ag counter = -0.9
CSc1cccc(NC(=O)CN(c2cc(C)ccc2C)S(C)(=O)=O)c1 is entered as OXTR agonist = 0.7; MEKK2 WT-MEK5 = 98; OXTR potentiator = -8; GPR7 antagonist = -5; MEKK2 mut-MEK5 = 2; NALP1 yeast inh = 17; GalR3 antag = 1; M18AAP inhibitor = 1; V1R ag counter = 2.4
CCCCCCSc1nnc(-c2cnn(-c3ccccc3)c2-n2cccc2)n1C is entered as OXTR agonist = -0.9; MEKK2 WT-MEK5 = 103; OXTR potentiator = -11; GPR7 antagonist = -14; MEKK2 mut-MEK5 = 7; NALP1 yeast inh = 18; GalR3 antag = -6; M18AAP inhibitor = 1; V1R ag counter = 4.2

An unsorted share of the library. About 4.1% of those tested had a hit in this group.
